Bioassay records (PubChem BioAssay)
S2 tox – Viability Counterscreen for Primary qHTS for Inhibitors of ATXN expression; S2 cells (HEK-293 line with an ATXN2-luciferase reporter) viability, CellTiter-Fluor protease fluorescence, 24 h; Potency, µM (highest dose often 56.7 µM), usual class: cytotoxic; hit rate 0.49% among 400,000; further: potency means the concentration at half of the fitted maximal effect; nearly all actives have a fitted effect of over 40% in size
Nrf2 activator – qHTS of Nrf2 Activators; AREc32 ARE-luciferase reporter (MCF7-derived line), luminescence, 24 h; Potency, µM (series often up to 46.1 µM), without a hit: at the highest dose activation, hits mostly activators; hit rate 0.31% among 410,000; AID 624171, 2012; further: potency means the concentration at half of the fitted maximal effect; % of control where 0% means no effect; nearly all actives have a fitted effect of over 65% in size
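Nrf2 activation is followed as ARE-luciferase induction in the AREc32 line after one day of compound treatment; luminescence is read with Steady-Glo.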
HepG2 tox – qHTS for Inhibitors of TGF-b: Cytotox Counterscreen; HepG2 CAGA-GFP viability, ATP luminescence, 18 h; Potency, µM (top dose mostly 46.1 µM), for inactives: top-dose activity change, negative = cytotoxicity, hits mostly cytotoxic; hit rate 0.76% among 410,000; AID 588856, 2011; further: potency means the concentration at half of the fitted maximal effect; some results filed as inactive show a strong effect at the top dose
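CellTiter-Glo luminescence gave cytotoxicity after 18 hours at 37 degrees C. The cells were HepG2 CAGA-GFP in 1% FBS DMEM, stimulated with 500 pg/mL TGF-beta after compound addition. %Activity was normalised to no-cell wells (complete cell-killing) and DMSO (no toxicity), and curves were fitted and classified.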
MmCpn inh – Inhibitors of TCP-1 ring complex (TRiC) of Methanococcus maripaludis (MmCpn): qHTS. Chaperonin Mm-Cpn (Methanococcus maripaludis). purified Mm-Cpn ATPase, ADP Transcreener TR-FRET. Potency, µM (titrated, usually from 76.9 µM), inactives show at the highest dose activity, negative = inhibition, actives largely listed as inhibitors. hit rate 0.031% among 330,000. AID 504842, 2011; further: potency means the concentration at half of the fitted maximal effect; on the % scale 0 is the no-effect control and ±100 the full control effect; nearly all actives have a fitted effect of over 80% in size
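25 nM Mm-CPN + cpd, 10 min 37°C; + 10 uM ATP, 30 min 37°C; buffer 30 mM Tris pH 7.4, 100 mM KCl, 5 mM MgCl2, 1 mM DTT; Transcreener ADP HTRF detection 30 min RT.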
A549 viability – Nrf2 qHTS screen for inhibitors: counterscreen for cytotoxicity; Potency, µM (highest dose often 46 µM), inactives show top-dose activity change, negative = cytotoxicity, usual class: inhibitors; hit rate 0.16% among 390,000; A549 ARE-Fluc cells, CellTiter-Fluor viability, 18-24 h; AID 504648, 2011; further: potency means the concentration at half of the fitted maximal effect; on the % scale 0 is the no-effect control and ±100 the full control effect
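A549 ARE-Fluc cells in 5% FBS OPTI-MEM, 5000 cells/well, rested 2 h then exposed to compounds in concentration-response for 18-24 h at 37 °C. Viability by CellTiter-Fluor fluorescence (Ex 405/Em 525) after 30 min; luciferase luminescence (BugLite, 15 min, RT) read afterwards.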
pAkt inh – HTS Assay for Inhibitors of Akt Phophorylation: Primary Screen | Neuro2A IGF-stimulated pAkt S473 HTRF, 20 min; hits give low values | activity change, % for hits at 50 µM | hit rate 0.32% among 360,000 | AID 651550, 2012; in the data active means activity change below about -80%; inconclusive means mostly about -51% to -80%; further: on the % scale 0 is the no-effect control and ±100 the full control effect
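Neuro2A cells (4,500/well, DMEM with 0.5% FBS) were treated with compound at a single 50 µM final concentration, stimulated with 6 nM IGF for 20 min at 37 °C, and lysed. Phospho-Akt Ser473 was read by HTRF as 665/615 ratio ×10^4.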
CCT chaperon mod – High-Throughput Screening for Modulators of Cytosolic Chaperonin Activity | purified chaperonin ATPase assay, HTRF ADP detection, 30 min | activity change, % (concentration not given with the values), hits read low | hit rate 0.3% among 360,000; in the data active means activity change below about -30%; further: on the % scale 0 is the no-effect control and ±100 the full control effect
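Enzyme 40 or 20 nM (batch-dependent) in Tris pH 7.4/KCl/MgCl2/DTT; cpd 76 uM single point; ATP 10 uM; 30 min 37 °C; Transcreener ADP HTRF detection, 30 min RT; ratio 665/615.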
TGFb SMAD3 inh – qHTS for Inhibitors of TGF-b; HepG2 CAGA-GFP TGF-b/SMAD3 reporter, GFP fluorescence, 18 h; TGF-beta stimulated, 500 pg/mL final; Potency, µM (top dose mostly 46.1 µM), without a hit: top-dose activity, negative = inhibition, most hits filed as inhibitors; hit rate 1.2% among 410,000; AID 588855, 2011; further: potency means the concentration at half of the fitted maximal effect; on the % scale 0 is the no-effect control and ±100 the full control effect; nearly all actives have a fitted effect of over 65% in size
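HEPG2 CAGA-GFP reporter cells (1000/well, DMEM with 1% FBS) received compounds, then recombinant TGF-beta at 500 pg/mL final for 18 hours at 37 degrees C. Per-cell GFP summed per well was normalised to unstimulated and stimulated DMSO controls before curve fitting.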
Nrf2 block – Nrf2 qHTS screen for inhibitors. AID 504444, 2011. hit rate 2.1% among 360,000. A549 ARE-Fluc reporter, luciferase luminescence, 18-24 h. Potency, µM (top dose mostly 46 µM), without a hit: at the top dose activity change, negative = inhibition, actives largely listed as inhibitors; further: potency means the concentration at half of the fitted maximal effect; on the % scale 0 is the no-effect control and ±100 the full control effect; nearly all actives have a fitted effect of over 60% in size
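Cells were seeded and rested 2 h, then exposed to compounds for 18-24 h. CellTiter-Fluor was read first as a viability measure. BugLite was added 15 min before the final luminescent read of ARE-luciferase activity in A549 cells.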
Active calls of the source: *; i = inactive; ? = inconclusive; / = no result given; & = joins results of further samples; ! = not confirmed by another sample; [ ] = another dose, or the depositor's remark. Unless noted, the call rests on the fitted dose curve; in most records, active means well fitted curve in the direction sought with a large enough effect; inconclusive means small, poorly fitted or top-dose-only effect, or another doubt; inactive means no such curve, though single readings can be large; an effect the other way counts as inactive or inconclusive.

SMILES	S2 tox	Nrf2 activator	HepG2 tox	MmCpn inh	A549 viability	pAkt inh	CCT chaperon mod	TGFb SMAD3 inh	Nrf2 block
Cc1cc([N+](=O)[O-])cc(/C=N\NC(=O)C2COc3ccccc3O2)c1O (configuration not stated)	?	2.7%	-3%	1%	1%	i	-2.6	-22%	-13%
COc1ccc(C(=O)NC(=S)N2CCOCC2)cc1OC	i	3.8%	-22%	3%	2%	i	-2.6	-29%	-15%
COc1ccc(NC(=O)CN(C)C(=O)c2cccc3ccccc23)cc1	i	-0.7%	3%	0%	-2%	i	-0.5	0%	13%
COC(=O)c1ccc(CNC(=O)C23CC4CC(CC(C4)C2)C3)cc1	i	-0.7%	-20%	1%	1%	i	0.0	?	-10%
CC(=O)N1CCC(c2c[nH]c3ccccc23)CC1	/	3.9%	-1%	2%	2%	i	-1.8	2%	-9%
O=C(O)C1CSC(c2ccccc2Cl)N1C(=O)c1ccc(Cl)cc1 (configuration not stated)	i	0.1%	1%	0%	-1%	i	-3.5	20%	-1%
CC(=O)Nc1ccc(S(=O)(=O)N(C)CC(=O)OC(C)C(=O)NC2CCCC2)cc1 (configuration not stated)	i	-0.8%	21%	0%	-11%	i	-0.7	-3%	-6%
CCOC(=O)C1=C(SCC)c2cc3c(n2C1=O)CCCC3	i	3.6%	-36%	-11%	-11%	i	0.0	0%	14%
O=S(=O)(Nc1ccccn1)c1cc(Cl)ccc1Cl	i	0.4%	2%	-2%	-1%	i	-1.6	0%	0%
COc1ccc(NC(=O)c2ccc(-c3ccc(OC)cc3)s2)cc1	i	-1.0%	-4%	-10%	-5%	i	0.3	-2%	6%
Cc1cc(NS(=O)(=O)c2ccc3oc(=O)c4ncn(C)c4c3c2)ccc1Br	/	-3.0%	11µM*	/	7%	/	/	?	/
CCOCCCN(C)C1CCN(C(=O)c2oc3ccccc3c2NC(=O)Cc2cccc([N+](=O)[O-])c2)CC1	i	2.5%	-15%	-2%	0%	i	-0.7	-1%	-1%
O=CN1CCN(C2CC(=O)N(c3ccc4c(c3)OCO4)C2=O)CC1 (configuration not stated)	i	-0.2%	-16%	-1%	-2%	i	-1.0	2%	-4%
COc1cc(NC(=O)C/C(C)=N/NC(=O)c2cccs2)c(OC)cc1Cl	i	?	-1%	4%	-4%	i	0.4	-23%	?
Fc1ccc(-c2nnc(Cc3nnc(-c4ccc(F)cc4)o3)o2)cc1	i	0.2%	-4%	0%	2%	i	-0.9	-3%	6%
CC(=O)Nc1cc(O)cc(O)c1	i	-0.1%	-9%	2%	3%	i	-0.2	7%	-2%
COc1ccccc1NC(=O)Cc1nn(C)c(=O)c2ccccc12	i	0.1%	-11%	-2%	-5%	i	1.3	-1%	?
Cc1cn2c(=O)cc(COC(=O)c3cccc(NC(=O)COc4ccccc4C)c3)nc2s1	/	0.5%	5%	/	-6%	/	/	4%	/
Oc1ccc(/C=N/Nc2ncc(Br)cn2)c(O)c1	i	3.2%	4%	-3%	0%	i	2.0	-21%	23%
O=C1c2ccccc2C(c2nnnn2Cc2ccccc2)N1Cc1ccc2c(c1)OCO2 (configuration not stated)	?	-0.2%	/	/	/	i	0.1	/	/
c1ccc2cc(OCCN3CCCC3)ccc2c1	i	-0.5%	-16%	2%	6%	i	-0.7	3%	-5%
CCN(CC)S(=O)(=O)c1ccc(OC)c(NC(=O)COc2ccccc2[N+](=O)[O-])c1	i	0.1%	5%	-10%	2%	i	-1.0	0%	14%
C=CCNC(=O)N[C@@H](Cc1ccccc1)C(=O)OC	i	-0.2%	-9%	0%	-2%	i	0.3	0%	-18%
C[C@@H]1C[C@H](Nc2ccccc2)c2ccccc2N1C(=O)c1cccnc1	i	-0.4%	-14%	-1%[15.4 µM]	6%	i	-0.2	16%	0%
CC1=C(C(=O)OCc2ccc(C)cc2)C(c2cccc(F)c2F)CC(=O)N1 (configuration not stated)	i	0.1%	-41%	/	-1%	/	/	?	23µM*

(next part)
SMILES	S2 tox	Nrf2 activator	HepG2 tox	MmCpn inh	A549 viability	pAkt inh	CCT chaperon mod	TGFb SMAD3 inh	Nrf2 block
O=C(NCc1ccc(F)cc1)C1CCCN(S(=O)(=O)c2cccnc2)C1 (configuration not stated)	i	-0.1%	-7%	-1%	-3%	i	-1.7	1%	-1%
O=C1CN(C(=O)COc2ncnc3ccccc23)c2ccccc2N1	i	-0.5%	6%	1%	1%	i	-0.1	10%	/
COc1ccc(CN2CC(C(=O)N3CCOCC3)CC2=O)cc1 (configuration not stated)	i	-0.3%	4%	0%	-3%	i	2.2	3%	5%
CCOc1ccc(OCC(=O)OCc2csc(CC(=O)Nc3ccccc3C)n2)cc1	i	-0.3%	-1%	-1%	-4%	i	-0.6	7%	3%
COc1ccc(C(CNC(=O)c2c(C)nn(Cc3ccccc3)c2Cl)N2CCOCC2)cc1 (configuration not stated)	i	0.0%	-7%	-1%	6%	i	-4.8	-10%	-6%
O=C(NC1CCCCC1)C(c1ccccc1)N(Cc1ccco1)C(=O)Cn1cnc2ccccc21 (configuration not stated)	i	5.7%	-14%	-2%	-14%	i	2.1	?	-9%
CCCCNS(=O)(=O)c1cccc(S(=O)(=O)N2CCCC2)c1	i	-0.3%	-4%	1%	-7%	i	-3.5	-18%	/
O=[N+]([O-])c1ccc(COc2ccc(CN3CCCCC3)cc2)cc1	i	5.1%	-34%	/	1%	i	0.1	11%	8%
C[C@H](CO)N1C[C@H](C)[C@H](CN(C)S(=O)(=O)c2cccc(F)c2)OCc2ccccc2-c2c(n(C)c3ccccc23)C1=O	?	-0.2%	-33%	/	/	i	-3.0	?	/
COc1ccccc1-c1nnn(C/C(N)=N/O)n1	i	0.4%	7%	0%	0%	i	0.0	3%	-6%
Cc1c(C)n(C(=O)CN2CCN(c3ccccn3)CC2)c2ccccc12	i	-0.1%	-1%	-2%	-4%	i	-3.2	-6%	-4%
CC(=O)N=c1sc2nc3ccccc3nc2n1N(C(C)=O)C(C)=O	i	0.3%	-18%	?	?	i	-2.6	?	?
O=C(COC(=O)c1ccc([N+](=O)[O-])cc1Cl)Nc1cccnc1Cl	i	1.9%	-3%	0%	-6%	i	-0.5	3%	-7%
COc1ccc(S(=O)(=O)N2CCCCC2)cc1NS(=O)(=O)c1ccccc1F	i	0.2%	0%	2%	3%	i	-3.5	33%[activator]	6%
O=C(NN=C1CCN(Cc2ccccc2)CC1)C(O)c1ccccc1 (configuration not stated)	?	0.1%	-9%	-2%	4%	i	1.0	?	9%
COc1ccccc1NS(=O)(=O)c1cccc(NC(=O)Nc2cccc(Cl)c2)c1	/	-0.5%	14µM*	3%	?	i	-12	?	?
O=c1[nH]c(N2CCOCC2)cc2ccccc12	/	-0.4%	-8%	/	11%	i	-5.0	-11%	?
CCN1C[C@@H]2[C@@H]3C(=O)N(Cc4ccccc4)C(=O)[C@@H]3[C@](C)(C1=O)N2C(=O)c1ccc(Br)cc1	i	-0.7%	3%	/	-9%	i	-2.5	-9%	1%
Cc1ccc(S(=O)(=O)N2CCCCC2)cc1NC(=O)C1CC1	i	0.7%	-35%	-1%	1%	i	0.0	-4%	4%
COC(=O)c1ccc(Oc2nc(Nc3ccc(F)cc3)nc(N3CCCC3)n2)cc1	i	1.8%	-2%	0%	-1%	i	-6.3	-26%	-38%
Cc1onc(-c2ccccc2)c1C(=O)Nc1ccc(S(=O)(=O)NC2=NCCCCC2)cc1	i	0.6%	-2%	1%	1%	i	-2.6	-8%	-2%
CC1=[N+](C)c2ccc3ccccc3c2C1(C)C	i	0.2%	-75%	-5%	-13%	i	-2.5	6.3µM*	?
O=C1NC2(CCCCC2)N=C1c1ccccc1	i	-0.6%	0%	0%	3%	i	-16	0%	0%
CCCC(=O)N1c2ccccc2[C@@H](N(C(C)=O)c2ccccc2)C[C@H]1C	i	7.0%	-11%	0%	-3%	i	0.1	2%	-16%
CCN(CC)CCCNC(=O)c1ccc2c(Cl)c3c(nc2c1)CCCC3	20µM*!	16%&26%	1.6µM*!	2%	1%&-19%	i	-2.7	13µM*	1%&4%
C#CCOC(=O)CCCNc1ccc([N+](=O)[O-])cc1[N+](=O)[O-]	i	2.2%	-8%	1%	-1%	i	0.3	4%	5%
CCCCNC(=S)NNC(=O)c1csc(C)c1	i	2.5%	-7%	0%	-1%	i	1.9	-14%	1%
Cc1ccc(S(=O)(=O)CC(=O)Nc2nnc(C)s2)cc1	i	-0.4%	0%	0%	3%	i	-2.3	19%	0%
Cc1ccc(S(=O)(=O)N2CCOCC2)cc1C(=O)NC(C)CCc1ccccc1 (configuration not stated)	i	-0.6%	2%	-1%	0%	i	0.7	-7%	-8%

Reprinted from the entries so far for reference:
SMILES	S2 tox	Nrf2 activator	HepG2 tox	MmCpn inh	A549 viability	pAkt inh	CCT chaperon mod	TGFb SMAD3 inh	Nrf2 block
Cc1cc([N+](=O)[O-])cc(/C=N\NC(=O)C2COc3ccccc3O2)c1O (configuration not stated)	?	2.7%	-3%	1%	1%	i	-2.6	-22%	-13%
COc1ccc(C(=O)NC(=S)N2CCOCC2)cc1OC	i	3.8%	-22%	3%	2%	i	-2.6	-29%	-15%
COc1ccc(NC(=O)CN(C)C(=O)c2cccc3ccccc23)cc1	i	-0.7%	3%	0%	-2%	i	-0.5	0%	13%
